Compound activity (PubChem)
FLuc inh: Firefly luciferase inhibition profiling of diverse chemical library using quantitative high-throughput screening | purified P. pyralis luciferase, luminescence, biochemical | 76,000 tested, 2.5% active | AID 1347043, 2019 | Potency, µM (series often up to 115 µM), for inactives: top-dose activity change, negative = inhibition, actives largely listed as inhibitors | Luciferin 4-monooxygenase (Photinus pyralis), P08659; note: potency is the fitted concentration of half-maximal effect; nearly all actives have a fitted effect of over 65% in size
Target sequence (P08659 whole entry, looked up): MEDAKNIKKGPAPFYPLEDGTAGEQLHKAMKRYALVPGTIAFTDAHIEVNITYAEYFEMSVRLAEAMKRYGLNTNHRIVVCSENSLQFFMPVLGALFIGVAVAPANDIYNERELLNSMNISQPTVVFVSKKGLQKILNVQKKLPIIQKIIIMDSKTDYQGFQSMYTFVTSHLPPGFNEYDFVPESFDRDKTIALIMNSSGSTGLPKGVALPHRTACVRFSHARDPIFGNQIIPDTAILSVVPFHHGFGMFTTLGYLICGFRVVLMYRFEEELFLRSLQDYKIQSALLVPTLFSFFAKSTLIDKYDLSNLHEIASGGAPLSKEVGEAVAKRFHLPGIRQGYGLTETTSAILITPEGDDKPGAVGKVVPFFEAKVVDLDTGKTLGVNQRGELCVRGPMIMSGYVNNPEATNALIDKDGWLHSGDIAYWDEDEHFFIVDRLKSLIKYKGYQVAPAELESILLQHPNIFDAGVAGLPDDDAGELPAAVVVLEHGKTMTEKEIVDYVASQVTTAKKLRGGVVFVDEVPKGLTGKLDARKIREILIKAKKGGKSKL
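Inhibitors were tested against purified firefly luciferase in a biochemical, low-substrate format (both substrates at 10uM) and luminescence measured with a CCD imager.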
GPT2 inhibitor: Primary qHTS assay for inhibitors of Glutamate pyruvate transaminase 2 (GPT2) | 100,000 tested, 0.25% active | Potency, µM (series often up to 57.7 µM), for inactives: at the top dose activity change, negative = inhibition, hits mostly inhibitors | Recombinant GPT2, coupled pyruvate oxidase/HRP Amplex Red fluorescence; note: potency is the fitted concentration of half-maximal effect; nearly all actives have a fitted effect of over 60% in size; many of its hits are not listed in these tables
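Inhibition is scored from Amplex Red fluorescence generated when pyruvate oxidase and HRP act on pyruvate released by GPT2. Reactions contain 10ng/uL enzyme, 250uM a-KG and 2mM L-alanine and run 30 min at room temperature.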
NIH3T3 tox: Cytotoxic Profiling in NIH 3T3 Cell Line of Diverse Libraries Using Quantitative High-Throughput Screening; NIH 3T3 viability, CellTiter-Glo ATP luminescence, 48-72 h; Potency, µM (highest dose often 96.7 µM), for the others: at the highest dose activity change, negative = cytotoxicity, hits mostly inhibitors; 94,000 tested, 4.3% active; note: potency is the fitted concentration of half-maximal effect; nearly all actives have a fitted effect of over 55% in size
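Cytotoxicity was measured by CellTiter-Glo ATP luminescence after 48 or 72 h compound exposure at 37 °C. Mouse NIH 3T3 fibroblasts were seeded at 400 cells/well and dosed by 23 nL pin transfer.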
HEK293 tox: Cytotoxic Profiling in HEK 293 Cell Line of Diverse Libraries Using Quantitative High-Throughput Screening | HEK 293 viability, ATP luminescence (CellTiter-Glo), 48-72 h | Potency, µM (titrated, usually from 115 µM), for the others: at the top dose activity change, negative = cytotoxicity, most hits filed as inhibitors | 94,000 tested, 6.6% active | AID 1345083, 2018; note: potency is the fitted concentration of half-maximal effect; nearly all actives have a fitted effect of over 60% in size
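CellTiter-Glo luminescence (cellular ATP) was read after 48 or 72 hr of compound exposure at 37 degree Celsius. Cells were HEK 293 plated at 250 cells/well.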
IP6K1 inh: Primary qHTS assay for small molecule inhibitors of Inositol hexaphosphate kinase 1 (IP6K1); Inositol hexakisphosphate kinase 1 (Homo sapiens), Q92551; IP6K1 kinase, ADP-Glo luminescence, 2 h; hits give low values; activity change, % (series mostly up to about 58 µM); 140,000 tested, 0.81% active; AID 1645851, 2021; in the data active = activity change below about -25%
Target sequence (Q92551 whole entry, looked up): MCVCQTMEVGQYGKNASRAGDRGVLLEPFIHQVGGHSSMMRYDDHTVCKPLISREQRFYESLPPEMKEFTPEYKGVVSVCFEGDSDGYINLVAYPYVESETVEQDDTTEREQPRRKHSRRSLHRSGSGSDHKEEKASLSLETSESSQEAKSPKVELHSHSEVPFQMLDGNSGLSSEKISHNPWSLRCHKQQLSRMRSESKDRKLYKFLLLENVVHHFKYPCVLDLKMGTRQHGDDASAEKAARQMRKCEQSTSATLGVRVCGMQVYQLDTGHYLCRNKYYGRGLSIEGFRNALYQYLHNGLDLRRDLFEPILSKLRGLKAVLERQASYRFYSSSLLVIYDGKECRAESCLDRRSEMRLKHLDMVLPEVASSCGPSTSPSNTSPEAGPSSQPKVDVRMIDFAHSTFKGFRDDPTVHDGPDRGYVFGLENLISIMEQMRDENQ
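ADP-Glo luminescence measures ADP made by human IP6K1 during a 2 h RT reaction with ATP/IP6 (mix at 1.3 mM/130 uM); top library doses 57.5 and 19.1 uM final.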
HEK293 viab: GF-AFC viability counterscreen for inhibitors of alpha-synuclein gene (SNCA) expression; Potency, µM (doses to about 57.1 µM), inactives show at the highest dose activity change, negative = cytotoxicity, actives largely listed as cytotoxic; 150,000 tested, 0.12% active; HEK-293-SNCA-luc viability, GF-AFC fluorescence, 24 h;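 note: potency is the fitted concentration of half-maximal effect; 0% = DMSO-treated cells and -100% = medium-only wells without cells; nearly all actives have a fitted effect of over 30% in size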
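Cytotoxicity counterscreen: after 24 h compound treatment of genome-edited SNCA-luciferase HEK-293 cells, live-cell protease substrate GF-AFC read by fluorescence after 30 min; activity scaled between DMSO (0%) and medium-only (-100%), curves Hill-fitted.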
SNCA expr inhib: Primary qHTS assay for inhibitors of alpha-synuclein gene (SNCA) expression | Potency, µM (series often up to 57.2 µM), without a hit: top-dose activity change, negative = inhibition, actives largely listed as inhibitors | 140,000 tested, 0.17% active | AID 1671194, 2021 | HEK-293 SNCA-luciferase knock-in, luminescence, 24 h;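 note: potency is the fitted concentration of half-maximal effect; plate controls were DMSO cells for no effect and cell-free wells for full effect; nearly all actives have a fitted effect of over 45% in size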
Active calls of the source: *; i = inactive; ? = inconclusive; / = not tested or not shown; & = joins results of further samples; [ ] = another dose, or the depositor's remark. Unless noted, calls come from the whole dose curve; as a rule, active = well fitted curve in the direction sought with a large enough effect; inconclusive = small, poorly fitted or top-dose-only effect, or another doubt; inactive = no such curve, though single readings can be large; an effect the other way counts as inactive or inconclusive. Unless noted, % is set by controls: 0 for no effect and ±100 for the full control effect.

Values in the order – FLuc inh	GPT2 inhibitor	NIH3T3 tox	HEK293 tox	IP6K1 inh	HEK293 viab	SNCA expr inhib
> CC(C)NC(=O)NCc1nnc2n1C(C(=O)N(C)C)CC2 (stereo not given)
    /	-10%[88.5 µM]	-4%[138 µM]	-1%[172 µM]	10	8%[87.6 µM]	4%[87.6 µM]
> NC(=O)c1cccnc1N1CCC(n2cc(-c3ccccc3Cl)nn2)CC1
    -3%	?	-24%	79µM*	13	-15%	8%
> CC(C)c1ccc(C(=O)N2C[C@@H](CO)[C@H](N(C)C)C2)cc1
    3%	i	-1%	-6%	11	2%	-8%
> N#Cc1nc(/C=C/c2ccc(F)cc2)oc1NCc1ccc(F)cc1
    /	/	/	/	-3	12%	124%[activator]
> O=C(c1ccco1)N1CCN(c2nc3c(F)cc(F)cc3s2)CC1
    /	/	/	/	25	-3%	146%[activator]
> COc1ccc(CNC(=O)c2cnc3cc(C)ccn3c2=O)cc1
    /	/	/	/	24	2%	-1%
> CN(CCc1ccccc1)[C@@H]1[C@H](O)[C@H](CO)O[C@@H]1CNC(=O)c1cccc(F)c1
    1%	-5%	-21%	-15%	3	4%	-21%
> C=C(C(=O)O)C1CC2=C(C)CCCC2(C)C[C@@H]1O (stereo not given in full)
    /	i	/	/	11	-9%	/
> CCCn1c(C)cnc1C1CCN(S(=O)(=O)c2cnn(CC)c2)C1 (stereo not given)
    /	-19%	-29%	-4%	4	?	21%
> Cc1cccc(OCCc2noc(C3CCCN3)n2)c1 (stereo not given)
    2%	-7%	-1%	-14%	12	-1%	6%
> CCc1noc(-c2cccn3c(CNC(=O)c4cccc(N(C)C)c4)nnc23)n1
    ?	4%	i	i	9	-16%	21%
> CC(C)CCNC(=O)C(Cc1ccccc1)NS(=O)(=O)c1ccc2c(c1)c(=O)n(C)c(=O)n2C (stereo not given)
    /	/	/	/	-12	-6%	-8%
> Cc1noc2c(N3CC(O)C3)cc(-c3cccc(C(F)(F)F)c3)nc12
    3%[172 µM]	1%[88.5 µM]	?	?	0	10%[87.6 µM]	-30%[87.6 µM]
> CN(CC1CCOC1)S(=O)(=O)c1ccc(C(F)(F)F)cc1 (stereo not given)
    8%	2%	4%	11%	9	11%	15%
> Cc1ncc2c(c1CNS(=O)(=O)N(C)C)CCN(C(=O)c1cccc(N3CCCC3=O)c1)C2
    2%	2%	i	3%	4	-3%	-29%
> O=C(NCc1cccs1)c1ccc2nnc(-c3ccc(Cl)cc3)n2c1
    /	3%	?	?	7	0%	0%
> Cc1ccc([S+](=O)([O-])N2CCn3c(nn(-c4ccc([N+](=O)[O-])cc4)c3=O)C2)cc1
    -4%	i	-19%	-1%	11	5%	3%
> c1ccc(-c2cn3c(n2)CO[C@@H](CNC2CCOCC2)C3)cc1
    -3%[172 µM]	-2%[88.5 µM]	-2%[138 µM]	-6%[172 µM]	5	1%[87.6 µM]	14%[87.6 µM]
> O[C@@H]1CCN(Cc2nc(C3(O)CCN(C4CCOCC4)CC3)cs2)C1
    -1%[172 µM]	2%[88.5 µM]	1%[174 µM]	-4%[172 µM]	0	0%[87.6 µM]	-23%[87.6 µM]
> COCCN1C(=O)c2cccn2CC1CNC(=O)c1ccc(Cn2ccnc2)o1 (stereo not given)
    0%	-10%	-11%	-22%	15	-3%	9%
> COc1cccc(C(=O)N2CCCC(C(=O)N3CCCC3c3nc4ccncc4[nH]3)C2)c1 (stereo not given)
    /	0%	-13%	-9%	1	-5%	12%
> CN(C)C(C(=O)N1CCC(OCc2cccnc2)CC1)c1cccc(F)c1 (stereo not given)
    0%	4%	4%	4%	9	9%	-6%
> CCc1cnn2c(NCc3ccc[n+]([O-])c3)cc(N3CCCC[C@@H]3CCO)nc12
    /	i	/	/	/	?	0.061µM*
> O=C(c1cnc(N2CCCCC2)c2ccccc12)N1CCN(c2ccc(Cl)cc2)CC1
    /	/	/	/	-3	-13%	?
> CCOc1ccc(C(=O)NCCc2csc(-c3cccnc3)n2)cc1
    /	/	/	/	-7	-25%	8%
> O=C(c1ccco1)N1CCCC(c2noc(COc3ccccc3)n2)C1 (stereo not given)
    -19%	-27%	?	?	29	4%[12.5 µM]	24%
> Cc1nc(C)c(C(=O)NCC23CCC=C2N(CC2CC2)C(=O)CC3)s1 (stereo not given)
    2%	i	0%	i	19	-10%	1%
> COc1cc(-c2nnc(SCC(=O)N(C)C3CCCCC3)o2)cc(OC)c1OC
    /	/	/	/	-3	0%	37%[activator]
> CCN(CC)CCCC(C)Nc1nc(C)cc(Nc2ccc3nc(C)cc(N)c3c2)n1 (stereo not given)
    /	i	/	/	/	2%	4%
> Cc1ccn2c(=O)cc(COc3cccc(NC(=O)Nc4cccc(Cl)c4C)c3)nc2c1
    /	/	/	/	2	-7%	-4%
> CCCCc1ccc2nc(NC(=O)OC)[nH]c2c1
    /	-4%&2%	/	/	11	-22%[23.9 µM]	53%[25.6 µM]
> CCOc1ccc(C(=O)c2oc3ccccc3c2NC(=O)c2cc(-c3ccc(C)cc3)on2)cc1
    /	/	/	/	1	27%	5%
> O=C(NCC12CCCC=C1N(Cc1ccccc1)C(=O)CC2)c1ccncc1 (stereo not given)
    -9%	2%	-19%	?	-5	1%	-21%
> CCN1CCOC(=O)C1CC(=O)Nc1cc(Cl)ccc1C (stereo not given)
    /	/	/	/	8	?	15%
> CCN(CC)Cc1ccc(C(=O)N(CCc2ccccc2OC)[C@@H]2CCNC2)cc1
    /	?	/	/	0	-14%[23.9 µM]	/
> CN(C)C[C@@H]1CN(S(C)(=O)=O)C[C@H]1NC(=O)CCn1cccn1
    -12%	i	-10%	-11%	7	1%	4%
> Cc1ccc(C)c(Cn2c(C3CC(=O)N(c4ccccc4C)C3)nc3ccccc32)c1 (stereo not given)
    /	/	/	/	4	?	-39%
> O=C(CN1C(=O)COc2ccc(S(=O)(=O)N3CCCC3)cc21)N1CCN(c2ccccc2F)CC1
    /	/	/	/	-2	-14%	39%[activator]
> CC1=C(C(=O)Nc2ccc(Cl)cc2)C(c2ccccc2)n2ncc(C(=O)Nc3ccccc3)c2N1 (stereo not given)
    /	/	/	/	-7	-6%	-10%
> Cc1ncc(CO)c(CN2CCCC3(Cc4ccccc4CNC3=O)C2)c1O (stereo not given)
    /	-18%	-15%	-26%	8	3%	13%

2 entries from above, as tab-separated lines:
Molecule	FLuc inh	GPT2 inhibitor	NIH3T3 tox	HEK293 tox	IP6K1 inh	HEK293 viab	SNCA expr inhib
Cc1ncc(CO)c(CN2CCCC3(Cc4ccccc4CNC3=O)C2)c1O (stereo not given)	/	-18%	-15%	-26%	8	3%	13%
O=C(CN1C(=O)COc2ccc(S(=O)(=O)N3CCCC3)cc21)N1CCN(c2ccccc2F)CC1	/	/	/	/	-2	-14%	39%[activator]

Additional results follow.
Values in the order – FLuc inh	GPT2 inhibitor	NIH3T3 tox	HEK293 tox	IP6K1 inh	HEK293 viab	SNCA expr inhib
> COc1ccc(CN2CCC3(CC(=O)NC3=O)C2)cc1OCc1ccccc1 (stereo not given)
    1%	i	i	1%	10	-9%	-4%
> CCOc1cc(CNC(=O)c2sc3ncnc(N(C)C4CCCCC4)c3c2C)ccc1OC
    /	/	/	/	5	5%	?
> CC1(C)CC(=O)c2cc(-c3nc(-c4ccc(F)cc4)cs3)c(=O)[nH]c2C1
    /	/	/	/	-17	-6%	11%
> COCc1ccc2c(c1)c(OC(C)(C)C(=O)NCC(F)(F)F)nn2Cc1cccnc1
    -4%[172 µM]	i	?	-2%[172 µM]	-5	7%[87.6 µM]	11%[87.6 µM]
> CSc1nc2c([nH]c3ccccc32)c(=O)n1-c1ccc(C)cc1
    /	/	/	/	2	-10%	32%[activator]
> CCc1cnc(C)nc1N1CCC2(CC1)CC(c1ccccc1)C(=O)N2C (stereo not given)
    1%	-9%[11.5 µM]	?	-20%	-12	3%	2%
> CC(=O)Nc1ccc(CN2C3CCC2CN(C(=O)Nc2ccccc2F)C3)cc1
    /	1%	i	i	-3	2%	-26%
> Cc1ccc(C(=O)N2CCC3(CC2)C(C(=O)O)CC(=O)N3C)s1 (stereo not given)
    -7%	i[11.5 µM]	-1%	-9%	8	-14%	-31%
> O=C(CSc1nc(-c2ccc(F)cc2)[nH]c1-c1ccc(F)cc1)Nc1ccc2c(c1)OCO2
    /	/	/	/	-3	?	?
> CCOc1ccccc1CNC(=O)CCCN1C(=O)CCn2nc(-c3cccn3C)cc21
    /	/	/	/	-16	-8%	21%
> CCOC(=O)N1CCC(N2CCc3nc(-c4ccc(Cl)cc4)[nH]c3C2)C1 (stereo not given)
    -20%	-4%[11.5 µM]	?	?	13	-6%	24%
> O=C(NC1CC1)c1ccccc1OC1CN(Cc2ccsc2)C1
    -4%	i	-17%	-26%	-1	1%	40%[activator]
> CN1Cc2cc(F)ccc2NCCC1=O
    /	/	-24%	?	12	/	/
> CCn1cc(S(=O)(=O)NCCc2noc(-c3ccncc3)n2)cn1
    -16%	i	-27%	-6%	-2	16%[12.5 µM]	71%[activator]
> CCC(c1cccnc1)N(C)C(=O)c1cc(COc2ccccc2)[nH]n1 (stereo not given)
    -7%	-8%	-15%	79µM*	15	-4%	9%
> COC(=O)C1(C)c2[nH]c3ccccc3c2CCN1C(=O)CCl (stereo not given)
    /	i	/	/	-7	?	/
> COCCNS(=O)(=O)c1cc(C(=O)O)cc(-c2cccc3cccnc23)c1
    6%	i	-4%	-7%	11	-7%	-7%
> CC(C)CCN1CCNC(=O)C1CC(=O)NCc1ccc(O)cc1O (stereo not given)
    -3%	?	-3%	4%	16	-1%	-5%
> CCCn1nc(C)c2c1NC(=O)CC2c1ccc(OCC(N)=O)c(OC)c1 (stereo not given)
    16%	2%	-24%	-26%	15	19%	1%
> CN1CCN(C(CNC(=O)C(=O)Nc2ccccc2C#N)c2ccc3c(c2)OCO3)CC1 (stereo not given)
    /	/	/	/	6	-6%	0%
> O=C1NC(=NC2CCCCC2)C2(CCN(Cc3ccsc3)C2)N1c1cccnc1 (stereo not given)
    /	i	?	0%	-16	-3%	7%

Some of the compounds tested. The share of hits here may be higher or lower than overall.
